High-throughput results from PubChem BioAssay.
GPR55 antagonists: GPR55 antagonists blocking LPI-driven arrestin recruitment, primary screen, imaging, U2OS, beta-arrestin-GFP, LPI agonist (AID 2013); U2OS GPR55 beta-arrestin-GFP translocation imaging, LPI antagonism; higher % means a stronger effect; inhibition, % at 10 µM; hits with a dose series show IC50 in µM; actives 0.13% (n = 290,000);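 active = spots per cell inhibited over 60%, with over 100 cells counted and total cytoplasm intensity under 500,000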;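 also: U2OS cells stably carrying GPR55 and arrestin-GFP stimulated by 5 µM LPI near EC80; imaged beta-arrestin-GFP aggregate spots per cell after agonist stimulation; plate controls were LPI-stimulated DMSO wells for no effect and DMSO wells without LPI for full effect; some results filed as inactive read as strong as hits; confirmed hits need IC50 under 10 µM and bright autofluorescent wells are also inconclusive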
GPR35 arrestin U2OS: inhibition of zaprinast-stimulated GPR35 beta-arrestin translocation – imaging, U2OS, beta-arrestin-GFP, zaprinast agonist, primary screen (AID 2058); one-dose inhibition, % at 10 µM; IC50 in µM for titrated hits; U2OS GPR35 beta-arrestin-GFP translocation imaging, zaprinast antagonism; higher % means a stronger effect; actives 0.052% (n = 290,000);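 active = inhibition of at least 50% with at least 30 cells and total cytoplasm GFP at most 10,000,000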
Hep lipid drop: hepatic lipid droplet formation modulation; inhibition, % at 6.5 µM; AID 1656; AML12 mouse hepatocytes, oleate lipid droplets, BODIPY imaging; actives 0.4% (n = 240,000);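 active = lipid droplet intensity inhibited by at least 50%, with more than 500 cells counted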
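Assay system: AML12 mouse liver cells | Compound dosing: One dose, 6.5 µM compound | Read-out basis: Droplet intensity reduction, % inhibition | Measured by: Fluorescence imaging, 20x objective, two fields per well | Schedule: Overnight treatment with compound plus oleate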
SV40 large T antigen: TAg ATPase/helicase activity blockers – biochemical (AID 1903) | actives 0.39% (n = 310,000) | inhibition, % at 20 µM; hits with a dose series show IC50 in µM | SV40 large T antigen ATPase/helicase inhibition assay; higher % means a stronger effect; in the data active = a potency from the dose series; also: strong numbers were not always called active
NTR1 ag: NTR1-driven beta-arrestin-GFP spot formation – imaging, U2OS cells, high content, primary screen (AID 493036). agonist mode. actives 0.17% (n = 330,000). activation, % at 20 µM. P30989;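 active = activation at or above 40% of the spot to cytoplasm intensity ratio, with at least 20 cells analyzed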;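 also: 0% = DMSO without peptide and 100% = 100 nM NTR1 peptide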
Target sequence (P30989 whole entry, looked up): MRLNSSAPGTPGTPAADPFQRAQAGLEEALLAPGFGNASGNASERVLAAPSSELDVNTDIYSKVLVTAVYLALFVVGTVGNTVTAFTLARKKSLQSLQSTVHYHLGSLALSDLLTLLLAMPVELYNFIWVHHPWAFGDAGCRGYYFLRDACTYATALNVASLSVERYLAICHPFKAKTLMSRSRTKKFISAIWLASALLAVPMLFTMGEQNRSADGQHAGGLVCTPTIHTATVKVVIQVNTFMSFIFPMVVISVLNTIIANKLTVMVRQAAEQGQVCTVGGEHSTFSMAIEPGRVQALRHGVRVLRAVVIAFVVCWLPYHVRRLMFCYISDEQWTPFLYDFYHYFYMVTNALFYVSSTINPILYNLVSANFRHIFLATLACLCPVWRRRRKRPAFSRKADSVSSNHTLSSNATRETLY
LYP phosphatase: inhibitors of LYP phosphatase, biochemical, fluorescence intensity, uHTS (AID 1779); recombinant LYP phosphatase, fluorescence intensity; higher % means a stronger effect; inhibition, % at 11.5 µM, or IC50 in µM where a hit was titrated; actives 0.054% (n = 290,000); in the data active = inhibition above about 50%;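 also: plate controls were vehicle with enzyme for no effect and no enzyme for full effect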
Rac1 GTP hydrolysis: MgcRacGAP GTPase-activating activity inhibitors, confirmation, biochemical, ADP Hunter fluorescence | inhibition, % at 30 µM; hits with a dose series show IC50 in µM | actives 0.6% (n = 340,000) | MgcRacGAP-stimulated Rac1 GTP hydrolysis, ADP Hunter fluorescence; higher % means a stronger effect; GST-tagged Rac1 F28L mutant substrate;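 active = first-screen hits whose inhibition reached a set limit at any dose in the follow-up dose series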;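 also: fluorescence reports GDP produced by GAP-driven GTP hydrolysis; strong numbers were not always called active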
GPR55 activation: selective activators of receptor GPR55 – imaging, U2OS cells, beta-arrestin-GFP redistribution, primary screen (AID 1961). activation, % at 10 µM; hits with a dose series show EC50 in µM. actives 0.048% (n = 290,000). U2OS GPR55 beta-arrestin-GFP redistribution imaging; higher % means a stronger effect;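 active = activation above 40% with more than 50 cells counted in the well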;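 also: U2OS osteosarcoma cells stably expressing GPR55 and beta-arrestin-GFP; plate controls were DMSO negative control for no effect and LPI positive control for full effect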
T cell HTS: T cell immune modulators affecting CD8 T cell-vesicle binding. 2C CD8+ T cell-vesicle binding, flow cytometry; stronger effect = lower value. calls only at 7 µM. actives 0.068% (n = 330,000). AID 2052;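 active = response, share of CD8 T cells binding vesicles, and their 90th percentile fluorescence all below set limits, cut at about 80% in these data, passing the limit was not always enough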
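Material: murine 2C transgenic CD8+ T lymphocytes / Also added: QL9-peptide-loaded Drosophila micro-vesicles bearing Ld, ICAM-1 and B7-1 / Schedule: binding step 1.5 h, 37 °C, antibody labelling 20 min, ice / Signal: flow cytometry, PE anti-B7-1 (FL2) versus Alexa647 anti-CD8 (FL8), PFA-fixed / Evaluation: percent CD8+ FL2 mean versus row control / Benchmarks: naked versus QL9-loaded vesicles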
Hep lipid drop cells 6.5 µM: second read-out of Hep lipid drop, no call of its own (marks repeat the call); cell count; measured here: cell count, cytotoxicity flag;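 cells counted across two imaged fields per well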
T cell HTS vesicle-bound %: also measured in T cell HTS; calls as there; double positive events, %; measured here: CD8+ vesicle-bound cell fraction;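 binding gate set so that unloaded-vesicle control wells show 10% double positive cells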
NTR1 ag cell count 20 µM: further read-out of NTR1 ag, marked with its call; cell count; measured here: cell count, cytotoxicity flag
* marks the source's active call; other numbers are inactive results; i = inactive; / = no result given. An unsorted share of the library; 1.8% or so of the library scored in one or more.

SMILES	GPR55 antagonists	GPR35 arrestin U2OS	Hep lipid drop	Hep lipid drop cells 6.5 µM	SV40 large T antigen	NTR1 ag	NTR1 ag cell count 20 µM	LYP phosphatase	Rac1 GTP hydrolysis	GPR55 activation	T cell HTS	T cell HTS vesicle-bound %
C=CCn1c(SCC(=C)C)nc2c1c(=O)[nH]c(=O)n2C	0%	-9%	-1	701	/	4.1	41	-9%	4%	0.9%	i	42
CC(=O)c1ccc(NC(=O)NC2CCCCCCC2)cc1	10%	9%	6	685	18%	0.4	67	-5%	6%	-0.1%	i	17
O=C(NC(=S)Nc1ccccc1N1CCCC1)c1ccccc1[N+](=O)[O-]	-12%	9%	2	688	0%	/	/	-3%	8%	-0.3%	i	34
CC(C)CCn1c(SCC(=O)NC2CCS(=O)(=O)C2)nc2cc(Cl)ccc2c1=O (stereo not given)	/	/	/	/	20%	1.4	77	/	4%	/	i	41
Cc1c(NS(=O)(=O)N2CCCCC2)c(=O)n(-c2ccccc2)n1C	6%	2%	-3	811	-3%	1.5	50	2%	6%	-0.1%	i	16
O=C(O)CN1CCN(Cc2ccc(Cl)cc2)C1=O	7%	-5%	6	759	1%	0.2	54	-3%	6%	-0.1%	i	49
COc1cc(NS(=O)(=O)c2ccc(Nc3nc(-c4ccccn4)cs3)cc2)nc(OC)n1	2%	17%	0	765	31%	-0.3	36	-2%	10%	-0.1%	i	46
Cc1ccc(C(=O)N2CCCC(C(=O)c3cc(F)ccc3F)C2)s1 (stereo not given)	15%	2%	-12	625	15%	4.4	50	-6%	10%	-0.1%	i	55
CC(C)(C)NC(=O)C1N(c2cccnc2)C(=O)C2C(C(=O)Nc3ccccc3F)C3(C)C=CC21O3 (stereo not given)	4%	-8%	/	/	-10%	-2.9	89	3%	5%	0.3%	i	11
O=C(OCc1nnc(-c2ccccc2)o1)c1cc2ccccc2cc1O	10%	10%	-20	710	21%	2.7	38	7%	2%	-0.5%	i	29
CC1=NN(C(N)=S)C(=O)C1N=Nc1ccc(F)cc1 (stereo not given)	2%	-7%	14	832	/	0.2	92	-5%	6%	-0.1%	/	/
COc1ccc(Cn2nnnc2C(c2cc3cccc(C)c3[nH]c2=O)N2CCN(C)CC2)cc1 (stereo not given)	7%	15%	-7	674	12%	-0.7	43	-4%	1%	-0.1%	i	26
CSc1nnc2ccc(-c3cccs3)nn12	-1%	-9%	12	661	9%	3.6	72	-1%	14%	0.1%	i	24
CN1C(=O)/C(=C2\SC(=S)N(C(CCC(=O)O)C(=O)O)C2=O)c2ccccc21 (stereo not given)	4%	7%	-3	711	21%	-2.3	92	-2%	1%	0.1%	i	30
COCCNc1cnn(-c2ccccc2)c(=O)c1Cl	-7%	10%	2	856	-1%	0.0	73	-7%	2%	0.5%	i	32
CSCC[C@H](NC(=O)OC(C)(C)C)c1nnc(SCC(=O)Nc2c(C)cccc2C)o1	5%	-13%	/	/	20%	0.1	45	-7%	4%	-0.2%	i	49
CC(C)CCNC(=O)COc1cccc2c1OC(C)(C)C2	-3%	-1%	-32	684	10%	1.1	67	-4%	-6%	0.3%	i	33
COc1ccccc1S(=O)(=O)Cc1ccc(C(=O)NC2CCCCCC2)o1	6%	9%	15	790	11%	-0.5	68	-9%	0%	-0.2%	i	5
COc1cc2c(cc1OC)C(Nn1cnnc1)=NC1(CCCC1)C2	-15%	0%	12	720	7%	-0.6	54	-9%	-1%	-0.1%	i	16
COC(=O)Cn1c(O)c(N=NC(=O)OC)c2ccccc21	6%	14%	32	799	4%	3.2	63	0%	1%	0.2%	i	29
CCn1c(=O)n(CC)c2cc(NS(=O)(=O)c3ccccc3)ccc21	94%	13%	6	835	11%	-0.6	58	-9%	8%	-0.1%	i	67
O=S(=O)(Nc1cccc(-c2nc3cccnc3s2)c1)c1ccc2c(c1)CCCC2	16%	0%	43	786	-3%	6.3	75	0%	15%	0.3%	i	45
Cc1ccc(-n2[nH]c(C)c(/C=N/Nc3ccc([N+](=O)[O-])cc3[N+](=O)[O-])c2=O)cc1	16%	1%	17	589	30%	1.9	80	-1%	22%	-0.3%	i	44
COc1cc2c(cc1OC)C(c1ccc(-c3ccc(Cl)c(Cl)c3)o1)=NCC2	36%	-8%	-4	767	1%	6.6	74	-2%	15%	/	i	37
COC(=O)c1nn(C23CC4CC(CC(C4)C2)C3)c2c1C(=O)N(c1ccc(Br)cc1)C2=O	4%	-16%	5	816	12%	4.5	48	1%	14%	0.0%	i	41

(continued)
SMILES	GPR55 antagonists	GPR35 arrestin U2OS	Hep lipid drop	Hep lipid drop cells 6.5 µM	SV40 large T antigen	NTR1 ag	NTR1 ag cell count 20 µM	LYP phosphatase	Rac1 GTP hydrolysis	GPR55 activation	T cell HTS	T cell HTS vesicle-bound %
CCN(CC)C(=O)C1CCCN(C(=O)c2cc(COc3ccc4ncccc4c3)on2)C1 (stereo not given)	3%	-15%	-2	610	14%	0.5	56	-4%	8%	-0.1%	i	50
CC(C)c1onc(C(=O)Nc2ccc3c(c2)OCO3)c1[N+](=O)[O-]	8%	-1%	10	773	11%	1.0	46	-8%	9%	-0.2%	i	28
Cc1cccc(NC(=O)c2cc([N+](=O)[O-])ccc2N2CCCCC2)n1	0%	15%	-2	672	8%	-0.7	54	-1%	3%	-0.1%	i	27
O=S(=O)(NCc1ccc2c(c1)OCO2)c1cnc[nH]1	6%	-12%	/	/	3%	-2.7	68	-8%	0%	-0.1%	i	21
CCC(=O)NS(=O)(=O)c1cccnc1Nc1ccc(Cl)cc1	-4%	0%	15	765	21%	-0.2	64	-6%	4%	0.1%	i	33
CCOC(=O)C1(Cc2cccc(F)c2)CCN(C(=O)c2cnccn2)CC1	13%	-4%	1	746	2%	0.4	55	-9%	1%	-0.1%	i	53
O=C1CC(C(=O)NC2CCCCC2)C(c2ccccc2)O1 (stereo not given)	3%	26%	10	727	-2%	-0.3	64	0%	-13%	0.4%	i	47
O=C(O)COc1nsnc1N1CCOCC1	8%	5%	/	/	2%	-2.1	70	0%	2%	-0.2%	i	42
Cc1ccc(CN2C(=O)c3ccccc3C2C(=O)NCc2cccnc2)cc1 (stereo not given)	10%	-1%	/	/	2%	2.8	47	-6%	6%	-0.2%	i	28
O=C(COc1ccccc1)N1CCN(S(=O)(=O)Cc2ccccc2)CC1	-2%	-24%	/	/	2%	0.3	53	-10%	1%	0.0%	i	7
COc1ccc(-c2nc(Cn3c(SCc4ccc(F)cc4)nc4ccncc43)c(C)o2)cc1OC	15%	-9%	/	/	10%	11	51	-5%	9%	-0.2%	i	3
COc1cccc(OC)c1C(=O)N=c1sc2cc(S(C)(=O)=O)ccc2n1C	25%	-10%	1	685	13%	-0.4	47	4%	1%	0.0%	i	64
C=C(C)CSc1nnc([C@H](CCSC)NC(=O)OC(C)(C)C)o1	12%	18%	/	/	-2%	0.4	52	-1%	7%	-0.2%	i	42
COc1cc([N+](=O)[O-])ccc1NC(=O)NCC1CCN(Cc2ccc(Cl)cc2)CC1	-1%	-5%	-18	846	-4%	3.2	52	-2%	11%	0.0%	i	9
CC(O)c1nc2ccccc2n1CC(=O)Nc1ccc2c(c1)OCCO2 (stereo not given)	15%	7%	0	637	9%	1.4	64	-3%	5%	1.3%	i	42
CC(CCc1ccc(O)cc1)NC1c2ccccc2-c2ccccc21 (stereo not given)	2%	-5%	-14	766	4%	2.7	57	-7%	16%	0.5%	i	57
COC(=O)c1nc2ccc(N3CCOCC3)cc2c(C)c1C(=O)OC	-1%	8%	0	713	9%	0.0	58	-7%	6%	-0.3%	i	57
COc1ccccc1NS(=O)(=O)c1cc(NC(=S)NCC2CCCO2)ccc1C (stereo not given)	-8%	9%	-13	704	8%	-0.9	37	-2%	-7%	-0.3%	i	40
CC(C)/C(=N\NS(=O)(=O)c1ccc(Br)cc1)c1cccs1	-7%	3%	2	732	5%	0.6	44	0%	0%	1.1%	i	42
Cc1[nH]nc2nc3c(c(OC(=O)c4ccccc4)c12)c(=O)n(C)c(=O)n3C	-14%	11%	/	/	-2%	11	43	-2%	/	-0.1%	i	34
O=C(Nc1cccc(S(=O)(=O)Nc2ccccc2Cl)c1)c1ccc(Cl)nc1	-5%	6%	4	599	-2%	0.4	68	-4%	6%	0.1%	i	48
O=c1c2ccccc2nc2n1C1(CCCCC1)Cc1ccccc1-2	2.4µM*	14%	20	791	-2%	9.5	58	-4%	1%	0.3%	i	22
CCCC(CCC)C(=O)Nc1c[nH]c(=O)[nH]c1=O	6%	12%	24	802	5%	2.0	101	-5%	-3%	-0.1%	i	48
O=C(O)c1ccc(Cl)c(S(=O)(=O)N(Cc2ccccc2)c2ccc(Cl)cc2)c1	3%	-1%	-1	857	0%	-1.2	46	-2%	-12%	-0.1%	i	8
CC1CC(OC(=O)C(O)c2ccccc2)CC(C)(C)N1C (stereo not given)	1%	2%	3	650	10%	0.9	55	-1%	3%	-0.1%	i	52
CCOC(=O)c1ccc(N(CC(=O)NCC2CCCO2)C(=O)CCC(=O)Nc2cc(C)on2)cc1 (stereo not given)	11%	21%	-1	790	4%	1.2	48	-11%	1%	0.3%	i	46
CCOC(=O)CN(C(=O)CSc1nnc(COc2ccc(OC)cc2)n1CC)c1ccccc1	9%	-3%	6	750	10%	0.5	58	-5%	9%	-1.9%	i	41
COc1ccc(C2CCCN2C(=S)Nc2cccc(Cl)c2)cc1OC (stereo not given)	3%	-8%	-10	742	6%	0.3	59	-5%	-8%	-0.4%	i	9
